From PubChem
Calpain2 inh: inhibitors of pig calpain II; hit rate 0.37% among 220,000; AID 1236; inhibition, % at 16 µM; purified calpain II, fluorogenic peptide substrate, 30 min;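 active = inhibition above about 50%, limit read from the data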
PERK inh: inhibitors of human PERK kinase | CHO PERK-DD fusion, SEAP luminescence translation reporter | inhibition, % at 5.6 µM | hit rate 0.17% among 220,000 | AID 1416;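 active = inhibition above the mean inhibition of all tested compounds plus 3 SD, set separately per screening campaign, cut at about 2.9% in these data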;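 also: PERK kinase domain activated by AP20187 dimerizer at 100 nM; 0% = DMSO with dimerizer and 100% = rapamycin at 8.4 µM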
EBV gp42 inh: inhibitors of Epstein-Barr virus glycoprotein 42 | inhibition, % (tested at 21.74 µM) | AID 1085 | Q1HVG2 | hit rate 0.42% among 220,000 | Fluorescence polarization binding assay, mP read-out; in the data active = inhibition above about 50%
Target sequence (Q1HVG2 whole entry, looked up): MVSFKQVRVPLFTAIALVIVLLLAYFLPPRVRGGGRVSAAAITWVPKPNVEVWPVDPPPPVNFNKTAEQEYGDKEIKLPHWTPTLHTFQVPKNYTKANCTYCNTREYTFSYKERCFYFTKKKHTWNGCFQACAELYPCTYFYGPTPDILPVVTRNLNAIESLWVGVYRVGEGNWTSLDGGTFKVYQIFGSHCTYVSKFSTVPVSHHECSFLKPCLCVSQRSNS
MDM2 E3 inh: inhibitors of human Mdm2 E3 ubiquitin ligase; Q00987; cell-based MDM2 ubiquitination luciferase reporter, 2 h; 0 = plate control, 100 = twice control, blank-subtracted; signal enhancement, % at 5 µM; hit rate 0.11% among 210,000; AID 1230;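 active = signal enhancement of 30% or more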;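 also: luminescence tracks abundance of the self-degrading MDM2-luciferase fusion protein; higher signal means inhibition of MDM2 E3 ligase activity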
Target sequence (Q00987 whole entry, looked up, the tested form may be a part): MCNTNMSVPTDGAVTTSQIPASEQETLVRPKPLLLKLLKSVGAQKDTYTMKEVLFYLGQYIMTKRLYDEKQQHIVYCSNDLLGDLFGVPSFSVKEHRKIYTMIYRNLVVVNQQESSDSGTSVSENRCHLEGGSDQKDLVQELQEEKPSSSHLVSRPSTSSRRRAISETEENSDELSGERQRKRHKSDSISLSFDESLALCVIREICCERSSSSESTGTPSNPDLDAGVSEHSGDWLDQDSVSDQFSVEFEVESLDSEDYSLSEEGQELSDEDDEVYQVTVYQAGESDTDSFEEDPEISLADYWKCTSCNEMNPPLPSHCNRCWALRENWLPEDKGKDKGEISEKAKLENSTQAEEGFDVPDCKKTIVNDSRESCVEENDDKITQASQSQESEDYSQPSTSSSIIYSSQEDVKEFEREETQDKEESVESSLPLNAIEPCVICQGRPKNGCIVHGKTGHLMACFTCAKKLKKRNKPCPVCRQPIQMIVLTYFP
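Timing – 2 h compound exposure at 37 °C · Assay system – mammalian cells stably expressing self-ubiquitinating, self-degrading MDM2 E3–luciferase fusion · Amount – 2000 cells seeded into each well · Measure – % luminescence enhancement versus blank-corrected plate control mean · Measured by – SteadyLite luminescence, 15 min reagent step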
Rad51 HR inh: Rad51 (human) homologous recombination inhibition; hRad51 DNA strand exchange, fluorescence dequenching; inhibition, % at 10 µM; hit rate 0.085% among 200,000;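 active = inhibition above 40% at the single screening dose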;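 also: 0% = DMSO control wells and 100% = blanks with heterologous ssDNA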
Target sequence (Q06609 whole entry, looked up): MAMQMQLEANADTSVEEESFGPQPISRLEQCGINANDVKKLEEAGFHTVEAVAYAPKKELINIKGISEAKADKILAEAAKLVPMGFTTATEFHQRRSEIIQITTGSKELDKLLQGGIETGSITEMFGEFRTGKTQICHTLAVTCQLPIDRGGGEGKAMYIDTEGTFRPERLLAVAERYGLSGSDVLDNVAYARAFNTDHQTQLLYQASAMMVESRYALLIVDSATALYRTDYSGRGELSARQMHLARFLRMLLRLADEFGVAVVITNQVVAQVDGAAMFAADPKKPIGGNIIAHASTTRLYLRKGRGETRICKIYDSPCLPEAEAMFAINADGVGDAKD
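Material: Human Rad51 nucleoprotein filaments preassembled on unlabelled ssDNA | Also added: Labelled 47-mer dsDNA for strand exchange | Dosing: Single dose, 10 µM final compound | Schedule: 30-min compound preincubation and 15-min exchange, both room temperature | Technique: Fluorescence dequenching at 485/520 nm | Measure: Percent inhibition relative to plate controls and blanks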
eIF4E-4G inh: eIF4E/eIF4G interaction inhibition in translation initiation; hit rate 0.37% among 220,000; inhibition, % at 21.7 µM; TR-FRET eIF4E-eIF4GI(517-606) binding, 2 h; AID 782;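 active = inhibition above about 30%, limit read from the data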;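 also: 0% = full FRET control wells and 100% = background wells lacking eIF4GI fragment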
zVAD death inh: L929 zVAD cell death inhibition. L929 zVAD necroptosis rescue, ATP luminescence, 24 h; with zVAD 60 µM. viability rescue, % at 10 µM. hit rate 0.38% among 220,000. AID 1377;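 active = activation, scaled between plate controls, above about 75%, limit read from the data; inactive = activation under that limit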;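 also: 0% = zVAD with DMSO and 100% = DMSO alone without zVAD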
TNF necrop inh: inhibitors of TNF-alpha induced necroptosis in Jurkat FADD-/- cells; Jurkat FADD-/- TNF necroptosis rescue, ATP luminescence, 24 h; 0 = TNF only, 100 = no-TNF cells; activation (protection from cell death), % at 10 µM; hit rate 0.068% among 220,000; AID 463075;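 active = activation, meaning protection from cell death, of at least 50% relative to plate controls; inactive = activation below 50%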;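 also: necroptosis triggered by 40 ng/mL TNF-alpha added together with compound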
Cl transport mod: modulates chloride dependent transport by human KCC2; Q9H2X9; KCC2 cells, thallium flux FluoZin-2 fluorescence; B-score of Tl+ flux slope (higher = more flux/activation; lower = inhibition) at 10 µM; hit rate 2.2% among 190,000;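 active = thallium flux slope and its plate-corrected score both differing from the plate sample mean at a set confidence after two filtering rounds, in either direction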;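 also: slope of fluorescence scaled to starting intensity during 10 to 20 s after thallium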
* = called active by the depositor; i = inactive; / = no result given; & = joins results of further samples; [ ] = another dose, or the depositor's remark.

SMILES	Calpain2 inh	PERK inh	EBV gp42 inh	MDM2 E3 inh	Rad51 HR inh	eIF4E-4G inh	zVAD death inh	TNF necrop inh	Cl transport mod
CCOC(=O)Cn1cc(C#N)c2ccccc21	-11	0.0	-16	-8	-8	0	12	0.1	-0.034
O=C(Nc1nccs1)c1ccc(N2C(=O)[C@@H]3[C@H](C2=O)[C@H]2C=C[C@@H]3C2)cc1	-1	-0.8	-12	-10	10	-6	79*	17	0.37
CC(=O)c1ccc(NC(=O)C2CCC(C)NC2=O)cc1 (configuration not stated)	-33	1.1	-17	2	10	2[fluorescence artefact?]	0.6	-1.7	-0.35
Cc1cccc(OCCCn2c(=O)sc3ccccc32)c1	3	0.7	-13	-15	-6	-3	0.2	-1.0	0.35
CCOC(=O)c1cnc(SCC(=O)Nc2cc(C(F)(F)F)ccc2N2CCOCC2)nc1N	38	0.6	2	-5	/	-3	1.4	0.0	-0.23
S=C(NN=C1CCCCCC1)Nc1ccc(Cl)cc1	-3	-1.2	2	0	/	-1	-0.6	-0.8	/
CCOC(=O)c1[nH]c2ccccc2c1NC(=O)c1ccc(S(=O)(=O)N2CCCCC2)cc1	-23	-0.6	1	/	/	2	/	0.2	2.1
CN(C)/C=C/C(=O)c1cnc(-c2ccc(Cl)cc2)s1	-29	0.0	2	-17	-4	1	1.7	-0.1	-0.49
CCCCC1=CC2=C(c3ccco3)C(=O)C(C)(OC(=O)c3ccc(OC)cc3)C(=O)C2=CN1CCCCO (configuration not stated)	-35	/	-2	-1	-4	2	-0.6	-1.3	0.15
COc1cccc(N(C(=O)Cn2nnc(-c3cccs3)n2)C(C(=O)NC2CCCCC2)c2ccncc2)c1 (configuration not stated)	1	0.8	-12	-4	/	-15	-0.3	-1.9	1.1
C/C=C(/C)C(=O)Nc1cccc(C2=NOC3(C2)C[C@@H](C(N)=O)N(C(=O)C2(C)CC2)C3)c1 (some centres not stated)	-10	/	-17	11	-6	13	0.6	4.5	-0.049
Cc1cc(Cl)ccc1OCCCC(=O)N1CCOCC1	5	-0.1	-15	-12	7	3	-0.4	-1.7	0.17
CC(C)(Oc1ccc(Cl)cc1)C(=O)NCc1ccco1	-30	0.6	2	-9	-10	4	-0.1	-3.9	0.5
CCCCSc1nc(O)c(C2OC(=O)c3c2ccc(OC)c3OC)c(=O)n1C (configuration not stated)	-29	0.7	-14	-3	1	-2	-1.0	-1.4	0.18
O=C(N/N=C/c1ccc2c(c1)OCO2)c1sc2cccc(Cl)c2c1Cl	-332	-0.1	3	-9	-4	-9[fluorescence artefact?]	-0.1	-5.2	0.48
COc1ccc(/C=N/n2cncn2)cc1COc1ccc(NC(C)=O)cc1	-9	0.9	-1	0	/	0	-0.9	-2.3	-0.68
Cc1ccc(C(=O)CSc2nnc(CNc3ccc(C)cc3C)o2)cc1	30	1.0	-21	-14	1	-6	-1.0	-0.9	0.05
CN(CCC#N)C(=S)Nc1ccc(F)cc1	4	-0.5	0	-7	-4	-2	-0.6	0.5	0.45
CC(C)NC(=O)NC(=O)CN1C(=O)NC(Cc2c[nH]c3ccccc23)C1=O (configuration not stated)	-17	1.5	-13	2	-2	3	1.2	1.1	-0.12
CN(C)c1nc(OCCNC(=O)COc2ccc(Cl)cc2Cl)nc(N2CCOCC2)n1	10	-0.1	-21	-18	5	2	0.2	-0.4	0.36
CCOC(=O)C(CCCCCCC(NC(C)=O)(C(=O)OCC)C(=O)OCC)(NC(C)=O)C(=O)OCC	0	0.3	-13	-11	/	-1	0.3	4.8	2.6
CC(=O)Nc1ccc(NC(=O)C/C(C)=N/NC(=O)C(=O)Nc2ccc(C)c(Cl)c2)cc1	-31	0.3	-4	-14	0	-2	0.9	2.4	0.56
CCc1nc2ccccc2nc1N1CCN(S(=O)(=O)c2ccc(Cl)cc2)CC1	34	1.5	-11	-13	26	1	0.8	0.8	-0.27
O=C1c2cccc3cccc(c23)C(=O)N1CC1CCN(CC(O)COCc2ccc3c(c2)OCO3)CC1 (configuration not stated)	18	-0.6	-17	-2	3	0	4.1	-4.4	-0.33
O=C(Cn1ncc2c(=O)oc3ccccc3c21)N(Cc1ccco1)C1CCCCC1	-11	1.0	-5	-7	4	-3	0.2	1.2	-0.37
O=C(NC(=S)N(CCc1ccccc1)CCc1ccccc1)c1ccco1	4	-1.4	-4	3	2	-4	-0.6	0.5	44*
COc1ccc(C(=O)/C=C/c2ccccc2)c(OC)c1	-12	1.4	3	10	-1	-2	10	3.3	-1.9
O=C(CSc1nc2ccccc2c(=O)n1-c1ccc(F)c(Cl)c1)Nc1cccc(S(=O)(=O)N2CCOCC2)c1	-54	-0.6	-18	-15	/	1[fluorescence artefact?]	-0.3	-0.3	0.052
COc1ccc2cc(S(=O)(=O)N3CCCCCC3)ccc2c1	40	-0.1	13	2	-144	0	2.2	3.7	i
N#Cc1cc2c(nc1SCC(=O)N1CCCCC1)CCCC2	29	-1.8	-19	-8	11	-14	-0.4	-1.6	0.23
CCC(C)NC(=O)CCNS(=O)(=O)c1ccc(Br)cc1 (configuration not stated)	-30	-1.2	-7	-19	9	4	2.4	1.4	0.11
CCNC(=S)N1CCC(NC(=O)C2CCCCC2)CC1	12	0.3	-2	-1	-5	-4	0.1	-0.3	0.42
CCC1=Nc2cc(C(=O)NCCCOC(C)C)ccc2Sc2ccccc21	-37	-1.2	-6	-25	1	-2	0.6	0.2	-0.7
Cc1ccc(C(=O)NNC(=S)NC(=O)COc2ccccc2)cc1	15	0.8	7	-5	/	-2	-0.9	-4.5	95*
O=c1c(OC2OC(CO)C(O)C(O)C2O)c(-c2ccc(O)c(O)c2)oc2cc(O)cc(O)c12 (configuration not stated)	4	1.0	-8	/	0	2	3.9	0.5	0.14
CS(=O)(=O)c1ccccc1-c1nc(-c2ccc([N+](=O)[O-])cc2)no1	-9	0.4	-10	-1	-7	2	-0.5	2.9	-1.1
COc1ccc(CCNC(=O)COc2ncnc3ccccc23)cc1OC	-34	0.1	-16	-8	-1	-5	5.5	0.8	0.0081
C=CCN1C(=O)/C(=C\C=C2\N(C)c3ccccc3C2(C)C)SC1=S	4	0.1	90*	1	i	-1	/	-5.3	i
CCCC1(CCC)NC(=O)N(CC(=O)Nc2ccccc2OC)C1=O	6	-1.1	-4	1	-1	5	0.8	-0.8	0.36
O=C(CCN1C(=O)S/C(=C\c2ccccc2)C1=O)Nc1ccc(S(=O)(=O)Nc2nccs2)cc1	-74	0.9	-29	-87	/	-17	0.3	-1.0	-0.56
COc1ccc(O)c(C2(O)C(=O)c3ccccc3C2=O)c1	-25	0.7	-3	-6	20	0	0.2	1.5	-0.17
O=C(NCCN1CCOCC1)c1noc2c1CCc1ccccc1-2	12	-0.4	-21	-25	-6	1	3.5	2.6	-0.8
Cn1c(-c2ccccc2)n[nH]c1=S	-26	2.0	-3	-9	16	3	0.7	1.1	0.15
COC(=O)c1cnc(Nc2cccc(C(F)(F)F)c2)c([N+](=O)[O-])c1	9	0.7	2	-6	-10	3	0.9	5.0	-0.32
O=C1CSC(c2ccc(F)cc2)N1c1nc2ccccc2s1 (configuration not stated)	3	0.1	4	0	9	4	0.8	1.8	0.37
CC(C)(C)OC(=O)NCC(=O)Oc1cc2oc(=O)cc(-c3ccccc3)c2cc1Cl	-204	0.4	10	-16	-2	17	0.0	2.9	-0.61
N#Cc1c(N)sc2c1CCN(C(=O)OCc1ccccc1)C2	-4	0.4	-24	-10	-7	-1	-0.1	-2.8	0.22
COc1ccc(C(=O)/C=C/NCc2ccc(C)cc2)cc1	/	-1.2	/	/	2	/	-0.1	-5.3	/
CCn1c(SCC(=O)Nc2ccccc2-c2ccccc2)nnc1-c1ccoc1C	10	-1.1	-22	-18	-4	-1	-1.1	-1.4	0.047
Cc1ccc(/C=N/NC(=S)NC2CCCCC2)o1	7	1.0	1	/	6	-13	0.6	2.3	13*
Cn1c(=O)c2c(nc(SCC(=O)Nc3ccccc3N3CCCCC3)n2C)n(C)c1=O	34	-0.3	-17	-3	2	-4	-0.8	-0.8	-0.34
COc1ccc(N2CCN(Cc3nc4ccsc4c(=O)[nH]3)CC2)cc1	-35	0.8	-10	-12	1	-11[fluorescence artefact?]	-0.4	0.3	-0.074
CCC(C)n1c(SCC(=O)/C(C#N)=C(\C)N)nc2ccccc2c1=O (configuration not stated)	-9	-0.2	10	3	-2	5	22	2.8	3.1
Cc1ccc(S(=O)(=O)N2C(=O)C(c3ccccc3)SC2=Nc2ccccc2)cc1 (configuration not stated)	17	-0.3	10	-2	20	-14	-0.5	-0.3	-0.72
NC(=S)NNc1cccc(Cl)c1	-28	0.5	-12	-12	-7	-3	0.3	-0.7	/
CCCc1ccc(C(C)NC(=O)c2cnccn2)cc1 (configuration not stated)	-18	0.2	-16	-1	-3	-13	0.2	0.5	/
Cc1ccc(S(=O)(=O)N2CCNC(=O)CC2)cc1	7	0.6	-9	-7	20	2	1.9	-0.3	0.0019
Cn1c(N)c(S(=O)(=O)NCc2ccccc2Cl)c(=O)n(C)c1=O	5	-0.4	4	1	-3	2	-0.4	1.6	0
c1ccc2[nH]c(-c3ccncc3)nc2c1	-79&-112	0.8&0.0	-6&13	-6	1&-1	2&3	0.4&0.5	-4.6&-3.3	0.7&-0.7
CCOC(=O)N1CCC(Nc2c(NCCN3CCN(c4cccc(Cl)c4)CC3)c(=O)c2=O)CC1	19	0.1	-13	-10	1	-1	3.3	0.8	-0.17

Some of the entries so far, with each value named.
CCOC(=O)N1CCC(Nc2c(NCCN3CCN(c4cccc(Cl)c4)CC3)c(=O)c2=O)CC1
  Calpain2 inh = 19; PERK inh = 0.1; EBV gp42 inh = -13; MDM2 E3 inh = -10; Rad51 HR inh = 1; eIF4E-4G inh = -1; zVAD death inh = 3.3; TNF necrop inh = 0.8; Cl transport mod = -0.17

CC(C)(C)OC(=O)NCC(=O)Oc1cc2oc(=O)cc(-c3ccccc3)c2cc1Cl
  Calpain2 inh = -204; PERK inh = 0.4; EBV gp42 inh = 10; MDM2 E3 inh = -16; Rad51 HR inh = -2; eIF4E-4G inh = 17; zVAD death inh = 0.0; TNF necrop inh = 2.9; Cl transport mod = -0.61

COc1ccc(N2CCN(Cc3nc4ccsc4c(=O)[nH]3)CC2)cc1
  Calpain2 inh = -35; PERK inh = 0.8; EBV gp42 inh = -10; MDM2 E3 inh = -12; Rad51 HR inh = 1; eIF4E-4G inh = -11[fluorescence artefact?]; zVAD death inh = -0.4; TNF necrop inh = 0.3; Cl transport mod = -0.074

N#Cc1c(N)sc2c1CCN(C(=O)OCc1ccccc1)C2
  Calpain2 inh = -4; PERK inh = 0.4; EBV gp42 inh = -24; MDM2 E3 inh = -10; Rad51 HR inh = -7; eIF4E-4G inh = -1; zVAD death inh = -0.1; TNF necrop inh = -2.8; Cl transport mod = 0.22
